Compound activity deposited in PubChem BioAssay by National Center for Advancing Translational Sciences (NCATS).
BCR signal inh: chronic active BCR signaling inhibition. ABC-DLBCL IkBa-CBG/CBR reporter, luminescence ratio, 4 h. Potency, µM (titrated, usually from 46.1 µM), inactives show at the highest dose ratio change, negative = lower green/red ratio, actives largely listed as inhibitors. 0.05% of 340,000 active. AID 493014; active = well fitted inhibition curve with a large enough effect in the signal ratio, with a control signal flat, not every such curve was filed as active; inconclusive = small, poorly fitted or top-dose-only effect, or effect the other way, or a change in a side signal; the % refers to the signal ratio;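 also: potency is read from the fitted curve at half-maximal effect; plate controls were basal doxycycline-induced cells for no effect and cells given 10 µM MG132 for full effect; MG132 reads +100%, hits lower the ratio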
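Doxycycline induced both beetle luciferases in TMD8 lymphoma cells; IKK-driven degradation limits the IkappaBalpha-fused green signal, while red luminescence normalises for cell number and nonspecific effects. Compounds tested up to 46 uM, 4 hrs.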
B2AR arrestin: beta2AR (human) beta-arrestin recruitment activity. beta-arrestin recruitment to beta2AR, cell-based reporter. 0.02% of 330,000 active. Potency, µM (titrated, usually from 46.1 µM), without a hit: at the highest dose activation, usual class: activators. AID 492947;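 also: potency is read from the fitted curve at half-maximal effect; 0% = DMSO controls and full agonism = EC100 isoproterenol or metaproterenol; nearly all actives have a fitted effect of over 65% in size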
Target sequence (P07550 whole entry, looked up): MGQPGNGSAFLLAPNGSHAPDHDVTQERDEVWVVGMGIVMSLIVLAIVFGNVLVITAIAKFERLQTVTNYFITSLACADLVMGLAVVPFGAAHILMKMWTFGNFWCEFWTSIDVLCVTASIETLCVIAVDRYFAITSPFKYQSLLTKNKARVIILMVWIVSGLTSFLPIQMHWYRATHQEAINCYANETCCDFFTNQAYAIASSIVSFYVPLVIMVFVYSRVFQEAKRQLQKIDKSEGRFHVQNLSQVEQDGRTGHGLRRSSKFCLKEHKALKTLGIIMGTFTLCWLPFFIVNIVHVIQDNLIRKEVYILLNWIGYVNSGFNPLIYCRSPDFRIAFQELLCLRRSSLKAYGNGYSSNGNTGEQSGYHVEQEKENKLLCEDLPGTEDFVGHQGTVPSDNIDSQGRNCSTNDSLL
Coupling enz: inhibits coupling enzyme system, counter-screen for aldolase hits; coupling enzyme system counterscreen, AmpLite Red fluorescence; activity change, negative = inhibition, % at 58.2 µM, hits read low; 0.67% of 290,000 active; in the data active = activity change below about -30%; also: % is scaled to controls: 0 for no effect and ±100 for the full control effect
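Compounds tested against the coupling enzymes alone at 57.5 uM final; readout was AmpLite Red fluorescence (525/598 nm) after 20 min at RT.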
Menin-MLL TR inh: displaces Texas Red mutant MLL peptide from human menin | O00255 | Menin + Texas Red MLL mutant peptide, fluorescence polarization | Potency, µM (highest dose often 61.6 µM), for inactives: top-dose FP activity change, negative = inhibition, actives largely listed as inhibitors | 0.23% of 270,000 active | AID 1768; active = well fitted inhibition curve with a large enough effect in the polarisation, with a control signal flat, not every such curve was filed as active; inconclusive = small, poorly fitted or top-dose-only effect, or effect the other way, or a change in a side signal; inactive = no such curve, though single readings can be large or run the other way; the % refers to the polarisation; also: potency is read from the fitted curve at half-maximal effect; % of control where 0% means no effect; many of its hits are not listed in these tables
PTAP TSG101 blk: blocks PTAP/TSG101 interaction to inhibit HIV-1 budding; Fluorescence polarization, FITC-PTAP peptide / Tsg101 binding; Potency, µM (highest dose often 115 µM), without a hit: top-dose activity change, negative = inhibition, most hits filed as inhibitors; 340,000 tested, under 10 active; active = well fitted inhibition curve with a large enough effect in the main read-out, with a control signal flat, not every such curve was filed as active; inconclusive = small, poorly fitted or top-dose-only effect, or effect the other way, or a change in a side signal; inactive = no such curve, though single readings can be large or run the other way; also: potency is read from the fitted curve at half-maximal effect; % of control where 0% means no effect
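Steps: Tsg101 binding domain dispensed (10 uM final), compounds pinned in DMSO, FITC-labeled PTAP-motif peptide added (50 nM final); after 20 min binding at room temperature, polarization measured.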
Integrin act MD: integrin-mediated muscular dystrophy alleviation activation; alpha7betagal myoblasts, beta-gal FDG fluorescence, 48 h; Potency, µM (series often up to 38.3 µM), for inactives: at the highest dose activation, most hits filed as activators; 0.064% of 350,000 active; AID 624291;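 also: potency is read from the fitted curve at half-maximal effect; 100% = response of the positive control SU9516; nearly all actives have a fitted effect of over 60% in size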
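alpha7betagal+/- myoblasts (passage 13, 250/well) treated 48 h at 37C with compounds at 1:260 dilution of DMSO stock. Lysed, then beta-galactosidase activity read as FDG fluorescence (ex 480/em 540) after 30 min, with pre-read for autofluorescence.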
GALK inh: galactokinase (human) inhibition; P51570; Purified GALK, Kinase-Glo residual ATP luminescence; Potency, µM (top dose mostly 57.5 µM), for the others: top-dose activity change, negative = inhibition, most hits filed as inhibitors; 0.007% of 270,000 active; also: potency is read from the fitted curve at half-maximal effect; % is scaled to controls: 0 for no effect and ±100 for the full control effect
Target sequence (P51570 whole entry, looked up): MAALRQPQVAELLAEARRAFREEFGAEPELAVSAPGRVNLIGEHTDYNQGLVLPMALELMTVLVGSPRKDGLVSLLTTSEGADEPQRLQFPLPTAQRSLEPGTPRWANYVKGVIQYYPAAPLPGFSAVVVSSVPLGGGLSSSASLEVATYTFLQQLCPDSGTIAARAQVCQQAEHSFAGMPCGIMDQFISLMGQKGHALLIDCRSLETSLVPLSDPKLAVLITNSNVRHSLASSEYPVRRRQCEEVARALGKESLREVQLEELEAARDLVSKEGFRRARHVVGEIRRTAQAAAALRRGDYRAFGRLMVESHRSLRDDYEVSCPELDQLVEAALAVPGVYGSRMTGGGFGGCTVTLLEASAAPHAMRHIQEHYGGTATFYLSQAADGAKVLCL
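ATP-depletion format; final 35 uM ATP, 100 uM D-galactose, 5 nM enzyme; pH 8.0 HEPES/Mg2+ buffer; 60 min RT; luminescence read 10 min after detection reagent.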
Giardia kill: Giardia lamblia killing; Giardia lamblia trophozoite viability; activity change, % at 7.66 µM, hits read low; 0.15% of 340,000 active; in the data active = activity change below about -80%; inconclusive = between about -30% and that limit;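 also: parasites exposed to compound for two days anaerobically before the ATP read; % is scaled to controls: 0 for no effect and ±100 for the full control effect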
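Viability, read as ATP luminescence: trophozoites at 100 cells/well, compound added, 48 hrs anaerobic at 37 deg C, then 15-30 min room-temperature development before reading.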
PKM2 activator: increases activity of human pyruvate kinase M2 | purified PKM2, Kinase-Glo ATP luminescence, activation; response scale: 0% is enzyme alone, no compound | 0.34% of 260,000 active | Potency, µM (titrated, usually from 57.5 µM), inactives show at the top dose activation, hits mostly activators | AID 1631 | P14618; also: potency is read from the fitted curve at half-maximal effect; % is scaled to controls: 0 for no effect and ±100 for the full control effect; nearly all actives have a fitted effect of over 55% in size
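Kinase-Glo luminescence reports ATP generated from ADP (0.1 mM) and PEP (0.5 mM) by purified hPK-M2 after 1 h at room temperature, pH 7.2 imidazole buffer; intermediate enzyme activity allows detecting inhibitors and activators.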
ASM inhibitor: inhibitors of human secretory acid sphingomyelinase | P17405 | placental ASM, HMU-PC fluorogenic substrate, 60 min | 0.006% of 340,000 active | Potency, µM (series often up to 57.5 µM), without a hit: at the top dose activity change, negative = inhibition, actives largely listed as inhibitors; also: potency is read from the fitted curve at half-maximal effect
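Fluorogenic HMU-PC substrate (9 uM final) is turned over by placental ASM in 60 min at 37 C after a 10 min compound preincubation. Reaction ended by alkaline stop (pH 10), with fluorescence read at 386/447 nm.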
Tb PFK block: T. brucei PFK enzyme inhibition | O15648 | T. brucei PFK, ADP-Glo luminescence | Potency, µM (doses to about 57.5 µM), for inactives: at the highest dose activity, negative = inhibition, most hits filed as inhibitors | 0.17% of 330,000 active;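 also: potency is read from the fitted curve at half-maximal effect; 0% = uninhibited 1x PFK enzyme wells and -100% = no-enzyme wells; nearly all actives have a fitted effect of over 60% in size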
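Compounds were pin-transferred as a titration series up to 57 uM into substrate buffer (0.5 mM F6P, 0.1 mM ATP, pH 8.0), then 1.25 nM PFK was added and reactions ran 45 min before ADP-Glo detection.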
An asterisk follows results filed as active; ? = inconclusive; nt = not tested or not shown; [ ] = remark or other dose. Unless noted, calls follow the shape of the dose curve; as a rule, active = well fitted curve in the direction sought with a large enough effect; inconclusive = small, poorly fitted or top-dose-only effect, or another doubt; inactive = no such curve, though single readings can be large; an effect the other way counts as inactive or inconclusive. The list is partial; count on the stated rates, not on these rows.

SMILES	BCR signal inh	B2AR arrestin	Coupling enz	Menin-MLL TR inh	PTAP TSG101 blk	Integrin act MD	GALK inh	Giardia kill	PKM2 activator	ASM inhibitor	Tb PFK block
O=C1C=C(NCCc2ccccc2)C2(CCCCC2)O1	-5%	-0.1%	-2	-1%	-4%	3%	0%	16	-1%	0%	9%
CCN(CC(=O)Nc1ccc(NC(C)=O)cc1)C(=O)c1ccc(N2CCC(C)CC2)c([N+](=O)[O-])c1	5%	7.1%	nt	nt	-10%	14%	nt	-3	nt	-12%	-7%
COc1ccc(NC(=O)/C(=C\c2ccc(OS(=O)(=O)c3ccc(C)cc3)cc2)NC(=O)c2ccccc2)cc1	2%	-0.4%	nt	10%	-4%	8%	3%	6	4%	-6%	-4%
Cc1cc(=O)[nH]c2c1c(C)nn2C1CCCC1	-6%	-0.3%	-1	-24%	-2%	-9%	-1%	-4	1%	4%	-4%
O=C(NCC1CCCO1)c1ccccc1NC(=O)c1cccc2ccccc12 (centres undefined)	-7%	0.1%	0	-17%	-8%	13%	3%	16	1%	-3%	2%
CCOC(=O)C1CCCN(CCC(=O)Nc2ccc(Br)c(C)c2)C1 (centres undefined)	-2%	-0.2%	-1	-15%	0%	-21%	1%	0	2%	2%	-1%
O=C(CSc1nnnn1-c1cccc(O)c1)NC1CC1	0%	-0.2%	3	3%	-1%	-9%	4%	-5	0%	0%	-10%
COC(=O)c1ccc(CNC(=O)c2ccc3c(c2)OCCO3)cc1	0%	-0.5%	0	11%	-8%	14%	1%	10	2%	20%	1%
COc1ccc(OC)c(-c2nn(-c3ccccc3)cc2C(=O)NCC(c2cccs2)N2CCOCC2)c1 (centres undefined)	-6%	0.0%	nt	nt	-2%	20%	nt	11	nt	nt	-6%
COc1ccc(C(=O)n2c(N)nc3ccccc32)cc1OC	?	-0.9%	-2	9%	0%	19%	2%	7	-5%	-2%	3%
CCN(CC)CCNc1nc2c(c(=O)[nH]c(=O)n2C)n1CCCc1ccccc1	-4%	0.1%	3	-7%	-1%	-1%	6%	13	-6%	1%	-5%
CC(C)=C(NC(=O)c1ccccc1)C(=O)N/N=C(\C)c1ccccc1O	4%	0.4%	-2	-1%	-5%	3%	nt	-6	-2%	26%	0%
Cc1cc(=O)oc2cc3oc(=O)cc(C)c3cc12	5%	0.5%	-1	-2%	-5%	20%	3%	-29	2%	6%	-3%
CCOc1ccc(NC(=O)CN(C)C(=O)c2cccc3ccccc23)cc1OCC	1%	-0.3%	nt	nt	-3%	-15%	nt	11	nt	3%	0%
O=C(CN1C(=O)/C(=C/c2cccc(Br)c2)SC1=S)N1CCCC1	-1%	0.7%	3	10%	2%	-1%	0%	-3	6%	-1%	-4%
Cc1ccc(/C=C/c2onc(C)c2S(=O)(=O)N2CCC(C(=O)N3CCCCC3)CC2)cc1	-1%	0.4%	7	3%	1%	-2%	nt	11	-1%	1%	0%
COc1ccc(S(=O)(=O)N2CCCN(S(=O)(=O)c3ccc(OC)cc3C)CC2)c(C)c1	1%	0.3%	0	12%	-5%	-32%	0%	-21	8.9µM*	-5%	?
CN(CCc1cn[nH]c1)Cc1nc(Cc2ccccc2)no1	?	0.1%	5	-2%	-2%	-14%	3%	6	-12%	1%	0%
Cc1ccc(COC(=O)Cc2coc3cc(O)ccc23)cc1	?	-0.3%	-7	34%[activator]	-5%	-3%	9%	4	0%	3%	-3%
CCN(Cc1ccccc1)S(=O)(=O)c1cc(C(=O)OC)n(C)c1	15%	-1.3%	6	?	-6%	-4%	nt	-12	2%	2%	1%

Of the compounds above, 8 contain nitrogen in an aromatic ring:
SMILES	BCR signal inh	B2AR arrestin	Coupling enz	Menin-MLL TR inh	PTAP TSG101 blk	Integrin act MD	GALK inh	Giardia kill	PKM2 activator	ASM inhibitor	Tb PFK block
Cc1cc(=O)[nH]c2c1c(C)nn2C1CCCC1	-6%	-0.3%	-1	-24%	-2%	-9%	-1%	-4	1%	4%	-4%
O=C(CSc1nnnn1-c1cccc(O)c1)NC1CC1	0%	-0.2%	3	3%	-1%	-9%	4%	-5	0%	0%	-10%
COc1ccc(OC)c(-c2nn(-c3ccccc3)cc2C(=O)NCC(c2cccs2)N2CCOCC2)c1 (centres undefined)	-6%	0.0%	nt	nt	-2%	20%	nt	11	nt	nt	-6%
COc1ccc(C(=O)n2c(N)nc3ccccc32)cc1OC	?	-0.9%	-2	9%	0%	19%	2%	7	-5%	-2%	3%
CCN(CC)CCNc1nc2c(c(=O)[nH]c(=O)n2C)n1CCCc1ccccc1	-4%	0.1%	3	-7%	-1%	-1%	6%	13	-6%	1%	-5%
Cc1ccc(/C=C/c2onc(C)c2S(=O)(=O)N2CCC(C(=O)N3CCCCC3)CC2)cc1	-1%	0.4%	7	3%	1%	-2%	nt	11	-1%	1%	0%
CN(CCc1cn[nH]c1)Cc1nc(Cc2ccccc2)no1	?	0.1%	5	-2%	-2%	-14%	3%	6	-12%	1%	0%
CCN(Cc1ccccc1)S(=O)(=O)c1cc(C(=O)OC)n(C)c1	15%	-1.3%	6	?	-6%	-4%	nt	-12	2%	2%	1%

Further entries follow:
SMILES	BCR signal inh	B2AR arrestin	Coupling enz	Menin-MLL TR inh	PTAP TSG101 blk	Integrin act MD	GALK inh	Giardia kill	PKM2 activator	ASM inhibitor	Tb PFK block
NC(=O)C1CCN(C(=O)CSc2nc3ccccc3[nH]2)CC1	?	-0.1%	2	16%	-4%	1%	-3%	11	4%	0%	2%
CNS(=O)(=O)c1cccc(C(=O)OCC(=O)c2ccc3c(c2)OCCO3)c1	-10%	-0.5%	nt	nt	-9%	22%	nt	?	nt	-1%	-9%
COc1cccc(-c2ncc3ccccn23)c1	-11%	-0.8%	1	-1%	-2%	-16%	-2%	6	6%	40%[activator]	1%
COc1cc(CO)ccc1OCC(=O)N1CCc2ccccc21	1%	0.4%	1	-11%	0%	-11%	-4%	7	3%	0%	2%
COc1ccc(OCC(=O)Nc2ccc3c(c2)nc(CCN2CCCCC2)n3C)cc1	-19%	0.5%	-5	-2%	1%	-28%	-2%	?	nt	1%	-3%
O=C(CSc1ccc(F)cc1)Nc1ccc(N2CCOCC2)c(Cl)c1	-1%	0.4%	nt	nt	nt	-12%	4%	12	0%	-4%	-16%
Cc1ccc2c(c1)C(CCN)C(=O)N2Cc1ccccc1 (centres undefined)	3%	0.1%	-8	?	-7%	-60%[inhibitor]	-1%	2	-7%	1%	-5%
O=C1CCCC2=C1C(c1ccco1)Nc1ccc(C(=O)c3ccccc3)cc1N2 (centres undefined)	0%	0.3%	-3	?	-8%	-22%	5%	14	0%	-8%	-13%
CS(=O)(=O)c1ccc(C(=O)Nc2ccc(N3CCCC3)cc2)c(Cl)c1	-7%	0.5%	-2	8%	-6%	-33%	11%	-7	1%	2%	0%
Cn1c(SCC(=O)Nc2cccc(Br)c2)nnc1-c1cc2ccccc2o1	?	-1.3%	-2	-19%	-5%	-1%	0%	4	-17%	-1%	-1%
Cc1nc2ccc(NC(=O)c3cccs3)cc2c(=O)n1Cc1ccc(Cl)cc1	?	0.1%	0	?	-2%	7%	0%	4	4%	-28%	5%
CCc1noc(C)c1C(=O)N(Cc1ccccc1)c1c(N)n(CCOC)c(=O)[nH]c1=O	0%	-0.1%	nt	nt	0%	-3%	nt	-7	nt	-1%	0%
CCOC(=O)Cn1c(=NC(=O)C2COc3ccccc3O2)sc2cc(S(N)(=O)=O)ccc21 (centres undefined)	5%	-0.8%	1	3%	-1%	-10%	-3%	14	24%	-4%	-1%
CN(C(=O)COC(=O)c1cc(F)c(F)cc1Cl)c1ccccc1	2%	-0.3%	4	nt	-1%	0%	-4%	-18	nt	2%	7%
CCCOc1ccccc1NC(=O)/C=C/C(N)=O	?	-0.1%	0	-4%	-9%	-23%	5%	-13	?	-2%	-6%
O=C(CCS(=O)(=O)c1ccc2c(c1)NC(=O)CS2)NCc1cccs1	-8%	0.5%	-1	-7%	0%	25%	-1%	-7	-6%	1%	1%
O=C(NCc1cccc(Cl)c1)c1ccc2nc(N3CCOCC3)sc2c1	-3%	0.4%	6	12%	1%	26%	nt	-7	-1%	-7%	?
CCOC(=O)c1[nH]c2ccc(OC)cc2c1NC(=O)C(C)N1CCSCC1 (centres undefined)	-1%	0.0%	0	14%	nt	nt	3%	nt	0%	nt	-4%
